Assay outcomes deposited in PubChem by Broad Institute.
RAD52 anneal inh: RAD52 DNA annealing inhibitors, primary screen, biochemical, FRET, single point, set 2; hit rate 0.46% among 360,000; inhibition, % at 18.7 µM; AID 651710, 2012; DNA repair protein RAD52 homolog (Homo sapiens), P43351; recombinant RAD52 DNA annealing, FRET fluorescence;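 active = every replicate showing at least 50% inhibition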
RAD54 inh: inhibitors of human RAD54 branch migration, primary screen, biochemical, fluorescence, single point | DNA repair and recombination protein RAD54-like (Homo sapiens), Q92698 | RAD54 Holliday junction branch migration, FAM/BHQ fluorescence | inhibition, % at 10.4 µM | hit rate 0.14% among 360,000 | AID 602329, 2012;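 active = mean normalized replicate activity at least 40 and at least half of replicates scoring 40 or more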;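 also: 0% = median of neutral control wells and 100% = median of positive control wells; inhibitors cause a drop in the FAM fluorescence signal; in these data hits start at about 50%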
Target sequence (Q92698 whole entry, looked up): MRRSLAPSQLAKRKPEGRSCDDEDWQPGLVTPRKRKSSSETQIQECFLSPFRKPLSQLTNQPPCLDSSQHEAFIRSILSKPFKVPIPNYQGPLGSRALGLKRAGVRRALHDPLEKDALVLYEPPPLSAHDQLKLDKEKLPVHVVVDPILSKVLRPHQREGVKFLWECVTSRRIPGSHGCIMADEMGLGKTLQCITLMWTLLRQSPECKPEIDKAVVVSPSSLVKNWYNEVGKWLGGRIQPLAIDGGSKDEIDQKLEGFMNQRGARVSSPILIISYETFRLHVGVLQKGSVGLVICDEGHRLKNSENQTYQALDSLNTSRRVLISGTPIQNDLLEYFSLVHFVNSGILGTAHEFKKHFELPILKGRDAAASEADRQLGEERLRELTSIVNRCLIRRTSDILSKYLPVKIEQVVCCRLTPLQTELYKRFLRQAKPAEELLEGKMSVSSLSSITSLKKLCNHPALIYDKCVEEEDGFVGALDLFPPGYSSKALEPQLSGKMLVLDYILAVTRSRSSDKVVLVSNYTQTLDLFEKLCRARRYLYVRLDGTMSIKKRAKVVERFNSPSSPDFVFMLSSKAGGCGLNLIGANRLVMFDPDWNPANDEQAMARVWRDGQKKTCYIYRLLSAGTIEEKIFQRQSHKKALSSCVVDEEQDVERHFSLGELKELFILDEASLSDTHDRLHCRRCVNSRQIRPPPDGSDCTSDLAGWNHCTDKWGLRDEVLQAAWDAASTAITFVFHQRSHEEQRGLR
esBAF inh: Bmi1 luciferase reporter increase in mESCs, primary screen, esBAF inhibitor project, mouse ES cells, Bmi1 luciferase knock-in, single point. 24 h; 100% = twice the neutral-well signal. reporter increase, % at 12.5 µM. hit rate 2% among 350,000. AID 602393, 2012; in the data active = activation above about 40%;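 also: 0% = median of the plate's neutral control wells and 100% = double that signal; a rise in the Bmi1 reporter signal indicates esBAF inhibition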
XiGFP reactiv: activators of inactive X chromosome reactivation, primary screen, imaging, XiGFP fibroblasts, GFP high-content imaging, set 2 | activation, % at 7.58 µM | AID 743238, 2013 | XiGFP mouse fibroblasts, % GFP-positive cells imaging, 3 d; cells co-treated with 5-aza-dC sensitizer; scaled so ellipticine positive control = 100% | hit rate 0.055% among 360,000;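 active = mean normalized replicate activation at least 10% and every replicate at or above 10%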;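 also: 0% = median of on-plate neutral control wells and 100% = ellipticine 6 µM median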
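Material: XiGFP fibroblasts, SV40-immortalized; Buffer or medium: DMEM containing 5-aza-dC; Compound dosing: single point; Times: 3 days compound exposure.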
FN deposit inh: inhibitors of fibronectin matrix deposition, primary screen, AH1F cells, Alexa488-fibronectin fluorescence, plate reader; AH1F fibroblasts, overnight; inhibition, % at 12.6 µM; hit rate 0.086% among 350,000;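 active = mean inhibition across replicates of 30% or more, regardless of how many single replicates reach that level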;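 also: positive control wells lacked labelled fibronectin entirely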
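Assay system: AH1F fibroblast monolayer, labelled fibronectin deposition. Amount: 10000 cells per well. Also added: labelled fibronectin 24 nM. Compound: single-point pinned compound. Incubation: cell attachment 1 h, compound and FN exposure overnight. Detection: fluorescence after three HBSS washes, excitation 485 nm, emission 525 nm. Read-out: inhibition of fibronectin deposition signal.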
EWS-Fli block: EWS/Fli-driven NR0B1 reporter inhibitors, primary screen, A673 cells, NR0B1 luciferase, luminescence, MLPCN library | inhibition, % at 12.6 µM | hit rate 0.67% among 350,000 | viability-normalised | AID 651661, 2012;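 active = mean inhibition of at least 50% after viability correction, with every replicate also passing that limit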;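 also: firefly luciferase signal divided by Alamar Blue viability fluorescence both relative to DMSO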
E-selectin induc: E-selectin induction in HUVECs, primary screen, imaging, HUVEC, immunofluorescence imaging, single point. activation, % at 7.58 µM. hit rate 0.37% among 260,000. normalized: neutral wells 0, TNF-alpha wells 100. P16581. AID 686992, 2013;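 active = mean E-selectin-positive cell signal at least 10% of the positive control, reached in at least 60% of replicates, without over 20% cell loss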;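 also: in these data hits start at about 27%; measured in HUVEC primary endothelial cells; signal is the percent of cells scored E-selectin positive by PE staining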
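Test system – human umbilical vein endothelial cells (HUVEC), E-selectin induction · Input – 3,000 HUVEC seeded per well · Buffer or medium – EGM-2, gelatin · Compound dosing – single-point compound dose · Detection – immunofluorescence imaging · Measure – percent E-selectin-positive cells · Controls – TNF-alpha high, DMSO low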
S100A4 MyoIIA: inhibitors of S100A4-myosin IIA peptide binding, primary screen, biochemical, fluorescence polarization, TAMRA-MyoIIA peptide | inhibition, % at 10.7 µM | hit rate 0.14% among 360,000 | AID 652163, 2013;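 active = mean inhibition of at least 70% across replicates, with every replicate also reaching that level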
Target sequence (P26447 whole entry, looked up): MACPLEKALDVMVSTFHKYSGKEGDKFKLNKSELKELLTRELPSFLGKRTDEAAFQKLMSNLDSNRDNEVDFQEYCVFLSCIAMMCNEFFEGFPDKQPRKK
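Test system: S100A4 monomer protein; Medium: HEPES pH 7.2 with CaCl2, KCl, NaCl, DTT, Triton; Probe or stimulus: TAMRA-labelled myosin IIA heavy-chain peptide probe, 5 nM; Doses: one dose per compound; Times: polarization read 5 min after assay mix addition, stable 5–60 min; Benchmarks: neutral control DMSO, positive control TFP.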
* = called active by the depositor; / = not tested or not shown.

SMILES	RAD52 anneal inh	RAD54 inh	esBAF inh	XiGFP reactiv	FN deposit inh	EWS-Fli block	E-selectin induc	S100A4 MyoIIA
Cc1cc(C)c(NC(=O)c2cccc(NC(=O)c3ccco3)c2)c(C)c1	-10	-2	-4	0.0	-1	2	1.3	-1
CC(C)(C)c1ccc(-c2n[nH]c(=S)n2/N=C/c2ccncc2)cc1	-18	/	/	-0.4	3	-16	-0.4	-6
CS(=O)(=O)NNC(=O)c1cc2cc3ccccc3nc2s1	-11	/	-4	0.1	-1	-11	/	-8
CC(=O)N1c2ccc(S(=O)(=O)N(C)CC(=O)N(C)Cc3ccccc3)cc2CC1C (stereo not given)	-22	-2	-4	0.2	8	-13	/	-2
Cc1noc(C)c1NC(=O)Nc1cccc2c1O[C@@H](CN(C)Cc1ccc(C(=O)Nc3ccccc3N)cc1)[C@@H](C)CN([C@H](C)CO)C2=O	11	/	/	0.3	2	-200	-0.1	-2
Cc1cc(=O)oc2cc(NC(=O)CN3C(=O)NC(C)(c4ccccc4)C3=O)ccc12 (stereo not given)	-9	5	-2	0.3	0	-5	/	3
Cc1ccc(S(=O)(=O)NCC(=O)NCC2COc3ccccc3O2)cc1C (stereo not given)	-2	-2	-6	-0.1	2	4	-0.3	1
O=C(Cn1cc(C(F)(F)F)cc(Cl)c1=O)NC1CCS(=O)(=O)C1 (stereo not given)	-1	4	-4	0.1	6	0	/	-1
COc1ccc(-c2cc(-c3nnc(COC(=O)CC4CCCC4)o3)c3ccccc3n2)cc1OC	-58	/	-3	0.0	-10	-18	/	-4
OCCNc1nc(Nc2cccc(O)c2)nc2ccccc12	31	/	0	-0.2	3	13	/	-3
CCc1ncc(CN2CCC(C(=O)Nc3ccc(-n4nc(C)cc4C)cc3)CC2)cn1	-11	-7	-8	0.0	/	/	-0.1	-6
CNC[C@@H]1OCCCC[C@@H](C)Oc2ccc(NC(=O)Nc3ccc4c(c3)OCO4)cc2C(=O)N([C@H](C)CO)C[C@@H]1C	1	-6	-1	-0.8	/	-1	-0.1	3
O=C(NC1CCC1)[C@H]1[C@H](CO)[C@H]2Cn3c(ccc(C4=CCCCC4)c3=O)[C@@H]1N2CC1CC1	2	-6	2	0.0	-7	2	-0.1	3
CO[C@@H]1CN(C)C(=O)c2ccc(NC(=O)Nc3ccccc3)cc2OC[C@H](C)N(C(=O)CC2CC2)C[C@H]1C	-1	9	2	0.2	2	-13	0.2	0
CC(Oc1ccc2ccccc2c1)C(=O)NNC(=O)Nc1ccccc1F (stereo not given)	-6	1	6	0.0	/	/	0.3	4
CCC(C)(C)C1CCC2(CC1)NC(=S)N(c1ccccc1)N2 (stereo not given)	-16	/	10	0.4	6	9	-0.1	-10
CC1(C)C2CCC1(CS(=O)(=O)N1CCN(c3ccc(F)cc3)CC1)C(=O)C2 (stereo not given)	-4	3	5	0.1	4	-15	0.4	2
O=C(C[C@H]1CC[C@H](NC(=O)Nc2ccccc2)[C@@H](CO)O1)NCc1cccc(F)c1	-20	-10	-8	0.1	/	-4	0.3	3
Cc1ccc(NC(=O)CCNCc2ccco2)cc1S(=O)(=O)N(C)C	-12	/	/	0.2	0	-1	/	-1
NS(=O)(=O)c1ccc(NC(=O)CSc2ncccn2)cc1	7	5	2	-0.2	8	1	/	0
O=C(NCc1ccccc1Cl)C1CCCN1S(=O)(=O)c1ccc(F)cc1 (stereo not given)	-18	-1	-6	0.0	-5	-2	5.7	-16
Cc1ccc(OCC(=O)NCC(=O)Nc2ccc(F)cc2)c([N+](=O)[O-])n1	/	2	-3	0.4	10	/	10	/
COc1ccc(-c2ccc([C@@H]3[C@H](C#N)N(C(=O)NC(C)C)[C@H]3CO)cc2)cc1	-8	-1	1	-0.1	11	-15	0.3	11
Cc1cccc(NC(=O)CSc2nnc(C3CC3)n2CC2CCCO2)c1C (stereo not given)	-14	-5	-8	0.2	13	-7	/	3
CC[C@@H]1[C@H]2CCCC(=O)N3CC[C@@H](C[C@@H]1OC(=O)Nc1ccccc1)[C@@H]23	-1	5	-7	0.0	-13	-6	-0.2	-4

Sorted by number of heavy atoms (largest number first): five of the compounds above
SMILES	RAD52 anneal inh	RAD54 inh	esBAF inh	XiGFP reactiv	FN deposit inh	EWS-Fli block	E-selectin induc	S100A4 MyoIIA
CC1(C)C2CCC1(CS(=O)(=O)N1CCN(c3ccc(F)cc3)CC1)C(=O)C2 (stereo not given)	-4	3	5	0.1	4	-15	0.4	2
Cc1ccc(OCC(=O)NCC(=O)Nc2ccc(F)cc2)c([N+](=O)[O-])n1	/	2	-3	0.4	10	/	10	/
CC(C)(C)c1ccc(-c2n[nH]c(=S)n2/N=C/c2ccncc2)cc1	-18	/	/	-0.4	3	-16	-0.4	-6
O=C(Cn1cc(C(F)(F)F)cc(Cl)c1=O)NC1CCS(=O)(=O)C1 (stereo not given)	-1	4	-4	0.1	6	0	/	-1
CCC(C)(C)C1CCC2(CC1)NC(=S)N(c1ccccc1)N2 (stereo not given)	-16	/	10	0.4	6	9	-0.1	-10

(next part)
SMILES	RAD52 anneal inh	RAD54 inh	esBAF inh	XiGFP reactiv	FN deposit inh	EWS-Fli block	E-selectin induc	S100A4 MyoIIA
CNC(=S)N/N=C(\C)c1ccc(Cl)c(Cl)c1	-14	/	/	0.0	5	9	0.1	3
CN(C)c1ccc(S(=O)(=O)N2CCCCC2)cc1NC(=O)C1=NN(c2ccccc2)C(=O)CC1	-7	-5	5	-0.1	7	/	/	4
C[C@H](CO)N1C[C@H](C)[C@@H](CN(C)C)Oc2ccc(NS(=O)(=O)c3ccc(Cl)cc3)cc2C1=O	11	-16	-6	0.5	/	9	/	-45
O=C(c1cccc(Cl)c1)N1CCC(N2CCC(C(=O)N3CCOCC3)CC2)CC1	-26	/	2	0.1	2	-10	/	-10
Cc1nc(SCC(=O)NNC(=O)c2cccs2)[nH]c(=O)c1C	-13	/	10	0.0	-4	5	/	-4
O=S1(=O)C=C(Sc2ccc(Cl)cc2)c2ccccc2C1Cc1ccc(F)cc1 (stereo not given)	-39	/	/	0.1	-17	7	-0.7	-4
C[C@@H]1CN([C@H](C)CO)C(=O)c2cc(C#Cc3ccccc3)cnc2O[C@H]1CN(C)S(=O)(=O)c1ccccc1F	3	-1	3	0.6	-5	7	2.6	45
O=C(O)CCC(=O)Nc1ccc(C(=O)OCC(=O)c2ccc(Cl)cc2)cc1	-4	-5	5	0.0	10	-3	/	-6
O=[N+]([O-])c1ccc(C2OCCO2)cc1CS(=O)(=O)c1ccccc1	-21	5	-4	0.2	0	-2	/	22
Cc1ccc(SC(C)C(=O)NC(N)=O)c(C)c1 (stereo not given)	-8	/	/	-0.8	1	-2	2.7	-1
COc1cccc(C#Cc2ccc([C@H]3[C@H](C#N)N(C(=O)C4CCCC4)[C@H]3CO)cc2)c1	-8	/	/	0.0	-11	0	-0.2	-10
CSCCC(NC(=O)c1ccc(Cl)cc1Cl)C(=O)NCc1ccncc1 (stereo not given)	-1	/	/	0.3	-2	0	-0.1	-4
C[C@@H]1CN([C@H](C)CO)C(=O)c2cc(NS(=O)(=O)c3cccs3)ccc2O[C@@H](C)CCCCO[C@@H]1CN(C)S(=O)(=O)c1cn(C)cn1	-1	17	6	0.1	/	-5	0.0	14
O=C(CN(C(=O)CCC(=O)Nc1nccs1)c1ccc2c(c1)OCO2)NCc1ccc(F)cc1	-5	2	1	0.0	-2	1	0.0	0
Cc1ccc(S(=O)(=O)Nc2cc3c4c(c2)CC(=O)N4CCC3)cc1	-5	5	/	0.0	-3	10	/	-3
CCOC(=O)C1=C(c2ccccc2)OC(N)=C(C#N)C1c1cccnc1 (stereo not given)	-16	-2	3	0.1	-5	0	2.8	7
CN(C)C(=O)C[C@H]1CC[C@@H]2[C@H](COC[C@H](O)CN2S(=O)(=O)c2ccccc2)O1	-2	-1	0	0.4	-8	/	0.0	12
Cc1cccc(OCc2cc(-c3ccccc3)no2)c1C	0	/	/	-0.1	0	-121	/	0
COC(=O)c1ccc(NC(=O)COc2cccc3c2OC(C)(C)C3)cc1	-1	5	4	0.1	-1	4	/	0
CCC(=O)N1CCc2cc(S(=O)(=O)NCCc3ccc(S(N)(=O)=O)cc3)ccc21	-33	-7	-4	0.1	9	11	/	-4
O=C(NCC1CC1)[C@H]1[C@H](CO)[C@H]2Cn3c(ccc(-c4cccnc4)c3=O)[C@H]2N1C(=O)NC1CCCC1	-8	2	3	0.1	/	-11	0.5	2
Cn1c(=O)cc(C(=O)N/N=C/c2ccc(F)cc2)[nH]c1=O	-4	4	/	0.0	6	0	0.0	5
CCCN1[C@H](C(=O)NC2Cc3ccccc3C2)[C@@H](CO)[C@@H]2Cn3c(cccc3=O)[C@@H]21	-9	4	-1	0.2	/	12	0.3	4
CO[C@H]1CN(C)C(=O)c2ccc(NC(=O)c3ccc(Oc4ccccc4)cc3)cc2OC[C@@H](C)NC[C@H]1C	24	20	5	0.5	-12	8	1.0	-2
O=C(CC(F)(F)F)N1C[C@@H]2[C@H](c3ccccc31)[C@@H](CO)N2C(=O)c1cccnc1	-7	-1	4	0.3	/	-18	0.0	-20
Remaining list, next part.
SMILES	RAD52 anneal inh	RAD54 inh	esBAF inh	XiGFP reactiv	FN deposit inh	EWS-Fli block	E-selectin induc	S100A4 MyoIIA
Cc1cc(NC(=O)CCCC(=O)NCc2ccccc2)no1	-15	/	/	0.0	-7	-6	/	5
O=C(Nc1nccs1)c1nc[nH]c1C(=O)N1CCN(c2ccccc2)CC1	4	9	-3	0.1	11	-7	1.0	0
C=CCS(=O)(=O)N1CCCC(C(=O)c2cccc(Cl)c2)C1 (stereo not given)	1	1	-3	-0.2	/	-2	/	0
C=CCN(C(=O)CCC(=O)Nc1cc(C)on1)C(C(=O)NC1CCCC1)c1ccc(C)cc1 (stereo not given)	-11	-2	-3	0.1	2	-2	0.2	3
C[C@@H]1CCCCO[C@H](CN(C)Cc2ccc3c(c2)OCO3)[C@H](C)CN([C@H](C)CO)C(=O)c2cc(NS(=O)(=O)c3cn(C)cn3)ccc2O1	/	2	3	0.1	8	-4	0.0	/
O=C(NCC[C@H]1CC[C@H](NC(=O)C2CCOCC2)[C@@H](CO)O1)Nc1ccc(Cl)cc1	10	-2	3	-0.2	/	-5	-0.6	0
CCOC(=O)c1c(NC(=O)CSc2ncn[nH]2)sc(C)c1C	/	-1	-4	/	-11	/	0.2	/
CCOc1ccc(S(=O)(=O)N2CCN(C(=O)C3CSC4(C)CCC(=O)N34)CC2)cc1 (stereo not given)	-6	5	-1	0.0	-3	4	/	-1
CCCN(CCC)S(=O)(=O)c1ccc(C(=O)N2CC3CCC(CC3)C2)cc1	-15	8	-2	-0.1	2	8	1.7	18
C[C@H]1CN([C@@H](C)CO)C(=O)c2cc(NS(=O)(=O)c3ccc(F)cc3)ccc2O[C@@H]1CN(C)C(=O)Nc1ccc(C(F)(F)F)cc1	32	-3	4	-0.4	/	-10	0.1	1
